Compound activity (PubChem BioAssay)
RAD54 inh = inhibitors of human RAD54 branch migration; Q92698; RAD54 Holliday junction branch migration, FAM/BHQ fluorescence; inhibition, % at 10.4 µM; 360,000 compounds, 0.14% hits; AID 602329;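 active means mean normalized replicate activity at least 40 and at least half of replicates scoring 40 or more; inconclusive means only one of the two criteria met; inactive means mean below 40 and under half of replicates reaching 40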;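 further: 0% = median of neutral control wells and 100% = median of positive control wells; inhibitors cause a drop in the FAM fluorescence signal; in these data hits start at about 50%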
Target sequence (Q92698 whole entry, looked up): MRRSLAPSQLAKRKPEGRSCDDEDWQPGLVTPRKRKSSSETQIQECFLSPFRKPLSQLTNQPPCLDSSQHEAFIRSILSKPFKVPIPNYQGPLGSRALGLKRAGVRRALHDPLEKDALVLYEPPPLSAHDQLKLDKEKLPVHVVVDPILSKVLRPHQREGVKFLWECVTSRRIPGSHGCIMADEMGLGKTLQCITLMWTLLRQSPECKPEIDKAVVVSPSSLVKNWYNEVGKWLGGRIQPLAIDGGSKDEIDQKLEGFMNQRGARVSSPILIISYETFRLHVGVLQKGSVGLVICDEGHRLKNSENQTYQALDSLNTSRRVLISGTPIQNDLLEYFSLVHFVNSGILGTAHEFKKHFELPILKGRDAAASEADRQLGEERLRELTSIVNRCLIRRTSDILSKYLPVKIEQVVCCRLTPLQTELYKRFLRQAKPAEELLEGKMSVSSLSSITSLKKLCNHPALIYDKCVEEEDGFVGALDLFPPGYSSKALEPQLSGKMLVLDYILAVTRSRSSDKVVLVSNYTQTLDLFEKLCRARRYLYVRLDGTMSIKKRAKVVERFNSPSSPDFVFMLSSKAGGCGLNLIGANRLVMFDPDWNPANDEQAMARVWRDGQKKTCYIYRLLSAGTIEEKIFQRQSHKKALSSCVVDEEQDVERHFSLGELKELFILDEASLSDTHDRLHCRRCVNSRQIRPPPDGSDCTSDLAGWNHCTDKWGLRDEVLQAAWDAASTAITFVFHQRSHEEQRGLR
CASP6 VEID inh = inhibitors of human caspase-6. 350,000 compounds, 0.53% hits. purified caspase-6, Z-VEID-R110 cleavage fluorescence. AID 686996. inhibition, % at 12.5 µM. P55212;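 active means mean inhibition across replicates at least about 35%, with every replicate also reaching that limit, limit read from the data; inconclusive means only one of the two criteria met; inactive means neither criterion met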;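 further: 0% = median of neutral control wells and 100% = no fluorescence left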
Target sequence (P55212 24-179 limits assumed): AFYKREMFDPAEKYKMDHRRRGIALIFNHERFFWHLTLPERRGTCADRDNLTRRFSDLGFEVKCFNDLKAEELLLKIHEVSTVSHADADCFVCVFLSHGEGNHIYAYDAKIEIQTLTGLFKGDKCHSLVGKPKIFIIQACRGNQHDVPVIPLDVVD
Target sequence (P55212 194-293 limits assumed): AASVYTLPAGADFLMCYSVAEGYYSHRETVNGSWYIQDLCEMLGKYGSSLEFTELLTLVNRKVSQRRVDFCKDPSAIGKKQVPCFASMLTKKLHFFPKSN
XiGFP reactiv = X-chromosome reactivation activator. 360,000 compounds, 0.055% hits. AID 743238. XiGFP mouse fibroblasts, % GFP-positive cells imaging, 3 d; cells co-treated with 5-aza-dC sensitizer; scaled so ellipticine positive control = 100%. activation, % at 7.58 µM;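 active means mean normalized replicate activation at least 10% and every replicate at or above 10%; inconclusive means only one of the two criteria met; inactive means mean below 10% and not all replicates reach 10%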;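 further: 0% = median of on-plate neutral control wells and 100% = ellipticine 6 µM median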
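assay system = SV40-immortalized XiGFP fibroblast cells, line 68-5-11 | buffer or medium = DMEM plus 5-aza-dC sensitizer | doses = single-point pinned compound dosing | times = 3-day compound exposure, then 15 min fixation at room temperature | benchmarks = positive control ellipticine, 6 µM final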
CFTR F508del cor = CFTR F508del correction in bronchial cells. CFBE cells, YFP halide quenching; stimulated with forskolin plus potentiator P3; % fluorescence drop versus neutral controls. activity (quench increase), % at 7.58 µM. 350,000 compounds, 0.36% hits. AID 720511;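 active means mean added fluorescence quench of at least 8% versus neutral control, with both replicates also reaching 8%; inconclusive means only one of the mean or replicate conditions met; inactive means mean below 8% and not both replicates reaching 8%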;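 further: cells transiently co-express mutant CFTR-F508del with the halide-sensitive YFP; corrector assay measuring rescue of mutant channel to the surface after 24 h compound exposure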
E-selectin induc = induces E-selectin expression in human endothelial cells; HUVEC E-selectin immunofluorescence imaging; normalized: neutral wells 0, TNF-alpha wells 100; P16581; 260,000 compounds, 0.37% hits; activation, % at 7.58 µM;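 active means mean E-selectin-positive cell signal at least 10% of the positive control, reached in at least 60% of replicates, without over 20% cell loss; inconclusive means no rule given, readout overlaps actives, possibly toxicity-flagged; inactive means the rest, including those meeting only one limit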;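 further: in these data hits start at about 27%; measured in HUVEC primary endothelial cells; signal is the percent of cells scored E-selectin positive by PE staining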
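Test system: HUVEC | Signal: Immunofluorescence imaging | Read-out: Percent E-selectin-positive cells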
DENV2 CPE rescue = protects cells from dengue virus 2 cytopathic effect. DENV2-infected cells, cytopathic effect rescue, plate reader. CPE inhibition, % at 9.99 µM. 350,000 compounds, 1.7% hits; in the data active means CPE inhibition above about 20%, passing the limit was not always enough; inconclusive means no clear call, values can overlap the other calls; tested in BHK-21 cells;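 further: 0% = median of neutral control wells and 100% = median of positive control wells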
GSIS activator = GLuc luminescence reporter in INS-1E cells, primary screen for activators of glucose-dependent secretion of insulin; INS-1E GLuc reporter insulin secretion, 2-3 h; activation, % at 16.6 µM; 370,000 compounds, 0.61% hits; AID 743287;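 active means lowest replicate activation of at least 40%, so every replicate reaches that level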;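 further: 0% = median of neutral control wells and 100% = median of IBMX positive control wells; some compounds called inactive have numbers as strong as hits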
RAD52 inh = blocks human RAD52 DNA annealing. inhibition, % at 18.7 µM. P43351. 360,000 compounds, 0.46% hits. recombinant RAD52 DNA annealing, FRET fluorescence;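 active means every replicate showing at least 50% inhibition; inconclusive means mean inhibition at least 50% but not in every replicate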
* hit, by the source's call; ? = inconclusive; / = not tested or not shown; & = joins results of further samples. Rows were taken by chance (roughly 3.7% active in at least one column).

SMILES	RAD54 inh	CASP6 VEID inh	XiGFP reactiv	CFTR F508del cor	E-selectin induc	DENV2 CPE rescue	GSIS activator	RAD52 inh
CCOC(=O)Cn1c(COc2ccccc2OC)[n+](C)c2ccccc21	-2.2	3.7	0.0	-0.2	/	8.0	/	5.4
C/C=C/c1cnc2c(c1)C(=O)N([C@H](C)CO)C[C@H](C)[C@@H](CN(C)C(=O)CN1CCOCC1)O2	-8.3&2.6	-2.7&-1.3	0.2&-1.0	2.2&4.0	/	3.4&-6.4	15.0	-11.6&4.1
COc1cc(Cl)c(C)cc1NC(=O)c1ccc2c(SCC(=O)O)c3c(nc2c1)CCCC3	/	17.0	0.0	1.6	1.2	-3.8	-5.8	-6.0
Cc1cccc(NC(=O)c2c(C)nn(-c3ccccc3)c2Cl)c1	/	0.7	0.3	1.2	4.0	-7.5	-7.3	-10.8
Cc1cc(C(=O)CSc2ccccc2)cc(C)c1O	-11.1	-0.5	0.0	1.3	0.1	-2.5	-4.9	-15.5
Cc1cc(C)cc(NC(=O)C(=O)NCC2CCCN2S(=O)(=O)c2cccs2)c1 (stereo not given)	8.6	-0.8	0.0	2.2	-0.8	-6.2	-6.4	-33.3
COc1ccc(CN(C)C[C@@H]2Oc3c(NC(=O)Nc4c(C)noc4C)cccc3C(=O)N([C@H](C)CO)C[C@H]2C)cc1	-0.2	0.6	0.0	3.8	-0.1	19.8	-14.0	9.3
O=C(Oc1cccc2ccccc12)c1ccccc1	-6.5	1.2	/	-2.4	/	7.6	-6.5	2.4
O=[N+]([O-])c1ccc(N/N=C/c2cccc(O)c2O)cc1	3.5	0.8	0.3	-1.9	/	3.2	-11.0	-12.7
Cc1cccc(-c2ccc([C@H]3[C@@H](CO)N4C(=O)CN(C(=O)Cc5ccccn5)C[C@@H]34)cc2)c1	/	0.8	0.3	-3.9	0.7	-8.5	-2.0	-23.3
Cc1noc(C)c1NC(=O)N(C)C[C@@H]1OCCCC[C@@H](C)Oc2ccc(NC(=O)Nc3ccccc3)cc2C(=O)N([C@H](C)CO)C[C@H]1C	14.0	/	-0.3	0.6	-0.1	-1.2	-13.8	/
CSc1ccccc1NC(=O)CN(C)CC(=O)Nc1ccccc1N1CCOCC1	/	-1.3	-0.2	1.5	/	1.2	3.5	-63.2
COC(=O)c1ccccc1NC(=O)COc1ccccc1[N+](=O)[O-]	/	1.0	0.0	1.3	/	11.4	9.7	-36.3
COc1ccccc1N(Cc1ccccc1)S(=O)(=O)c1cccc(C(=O)Nc2ncccc2C)c1	/	0.3	0.1	-2.6	-0.3	5.7	-40.3	6.9
CCCCc1c(-c2ccccc2OC)ncn1C1CCCCC1	/	1.6	0.1	3.7	0.0	11.1	25.3	1.3
Cc1nc2c(C)cccn2c1/C(O)=C1\C(=O)C(=O)N(CCN(C)C)C1c1cccs1 (stereo not given)	-2.2	0.5	/	0.4	7.0	0.7	9.3	5.9
Cc1cc(C(=O)NC(=S)Nc2ccccc2N2CCCC2)ccc1[N+](=O)[O-]	7.8	-1.1	0.1	/	/	-5.1	/	-4.7
O=C(C[C@H]1CC[C@@H](NC(=O)c2cccnc2)[C@H](CO)O1)NCCN1CCCCC1	-1.4	-0.6	0.2	-4.5	-0.3	-2.2	-6.0	-13.5
COc1ccc(S(=O)(=O)N2CCOC2CNC(=O)C(=O)NCCc2ccccc2)cc1 (stereo not given)	1.4	-1.1	0.0	1.2	0.1	9.3	-18.6	-23.8
CN(Cc1cccs1)C(=O)CCCc1c[nH]c2ccccc12	/	3.5	0.0	-0.6	2.5	6.0	2.6	-16.6
CCCNC(=O)c1cc(S(=O)(=O)N2CCC3(CC2)OCCO3)ccc1F	6.8	2.3	0.0	0.1	-0.1	7.3	1.1	-8.3
Fc1cccc(-c2ccc(C3[C@H]4CNC[C@@H]3N4CC3CCOCC3)cc2)c1 (stereo not given in full)	/	-1.0	0.1	1.7	0.0	-13.2	-1.7	-2.0
CCOc1ccc(-n2ccnc2SCC(=O)N2CCCc3ccccc32)cc1	/	1.2	0.4	/	-0.1	4.8	/	3.7
CC(=O)OC(C)=O	0.9	-2.8	/	1.8	/	3.9	7.0	-11.1
O=C(NC(=S)NCc1ccccc1)c1ccccc1F	1.1	-0.5	/	/	/	/	-12.9	-2.7

Some of these compounds in order of the RAD52 inh value, falling.
compound | RAD52 inh
O=C(Oc1cccc2ccccc12)c1ccccc1 | 2.4
O=C(NC(=S)NCc1ccccc1)c1ccccc1F | -2.7
CC(=O)OC(C)=O | -11.1
COc1ccc(S(=O)(=O)N2CCOC2CNC(=O)C(=O)NCCc2ccccc2)cc1 (stereo not given) | -23.8

Quoted at random: 3 records from the list
SMILES	RAD54 inh	CASP6 VEID inh	XiGFP reactiv	CFTR F508del cor	E-selectin induc	DENV2 CPE rescue	GSIS activator	RAD52 inh
CCOc1ccc(-n2ccnc2SCC(=O)N2CCCc3ccccc32)cc1	/	1.2	0.4	/	-0.1	4.8	/	3.7
O=[N+]([O-])c1ccc(N/N=C/c2cccc(O)c2O)cc1	3.5	0.8	0.3	-1.9	/	3.2	-11.0	-12.7
CC(=O)OC(C)=O	0.9	-2.8	/	1.8	/	3.9	7.0	-11.1

Remaining list, next part.
SMILES	RAD54 inh	CASP6 VEID inh	XiGFP reactiv	CFTR F508del cor	E-selectin induc	DENV2 CPE rescue	GSIS activator	RAD52 inh
COc1ccc(S(=O)(=O)NCc2cc(-c3ccccc3Cl)no2)cc1	/	0.1	0.1	-1.6	/	2.1	-3.8	-14.9
N#C/C(=C/c1ccc(F)cc1)C(N)=S	/	9.1	0.3	-2.0	/	1.4	1.1	-7.2
COc1ccc(C(=O)Nc2ccccc2C(=O)NC2CC2)c(OC)c1OC	-3.9	-1.0	0.1	-0.8	1.0	-5.8	10.4	-26.7
COC(=O)C[C@H]1CC[C@H]2[C@@H](COc3ccc(NS(C)(=O)=O)cc3C(=O)N2C)O1	/	0.0	0.0	-0.1	0.3	9.5	13.5	-7.6
Cc1ccc(OCC(=O)n2nc(C)cc2C)c(Br)c1	/	-0.5	/	-2.4	/	-5.8	-0.3	-6.3
CCc1nnc(NC(=O)Cc2ccc(OC)c(OC)c2)s1	/	-1.7	0.1	6.0	/	-4.5	9.3	-16.7
CCn1nc(C)c(/C=N/NC(=O)c2c[nH]c3ccccc23)c1C	5.4	/	0.1	1.8	0.2	/	1.6	/
C[C@@H]1CN([C@H](C)CO)S(=O)(=O)c2ccc(C#CC(C)(C)O)cc2O[C@@H]1CN(C)CC1CC1	-0.5	2.4	0.1	-0.6	0.2	-7.9	1.7	0.5
C[C@H]1CN([C@@H](C)CO)C(=O)c2cccc(NC(=O)c3nc4ccccc4s3)c2O[C@H]1CN(C)Cc1ccc(C(=O)O)cc1	-8.1	1.3	-0.1	-0.6	0.2	-1.2	25.2	-6.4
O=C1C(Sc2cccc(F)c2)=C[C@@]2(O)CC[C@@H](O)[C@]1(Sc1cccc(F)c1)[C@H]2O	/	5.5	-0.1	1.9	/	-1.5	-19.6	-9.7
CN(CC(=O)Nc1ccc(F)cc1)C(=O)CSc1ccc2c(c1)OCCO2	5.6	2.8	-0.1	-0.8	-0.4	1.9	-7.2	0.4
COc1ccc(Cl)cc1C(=O)NNC(=O)c1cccc([N+](=O)[O-])c1	/	0.6	0.1	0.1	3.1	-1.9	1.6	-13.0
O=C(NCc1nnc2c(C(F)(F)F)cc(Cl)cn12)c1cccs1	-1.9	2.1	0.0	-0.6	0.2	9.6	11.0	-16.2
C[C@H](CO)N1C[C@H](C)[C@@H](CN(C)Cc2ccc(C(=O)O)cc2)Oc2ccc(NS(C)(=O)=O)cc2C1=O	1.6&-2.2	-1.1&1.7	-0.1&0.0	-2.2&-0.6	-0.1	-7.2&3.4	12.5	11.7&-20.9
CC(C)NC(=O)N(C)C[C@H]1Oc2ncc(C#CCc3ccccc3)cc2C(=O)N([C@@H](C)CO)C[C@H]1C	-1.1	3.8	-0.8	-1.2	-0.3	-5.8	-15.6	1.6
O=C(Nc1ccc(F)cc1)C1CC(=O)N(Cc2ccco2)C1 (stereo not given)	8.0	-9.7	0.0	-1.5	/	4.0	3.5	-15.7
CCCN(C)C[C@H]1Oc2cc(C#Cc3ccccc3F)ccc2S(=O)(=O)N([C@H](C)CO)C[C@H]1C	1.1	-1.0	-1.2	-3.0	-0.2	?	5.5	17.4
CC(=O)N/N=C/C1=CCC2CC1C2(C)C (stereo not given)	3.7	2.5	0.0	1.1	-0.7	-4.7	-11.6	7.6
CC(C(=O)Nc1ccccn1)c1ccccc1 (stereo not given)	-18.2	2.4	0.0	-3.1	4.1	10.6	5.1	-2.2
COc1ccccc1N1CCN(Cc2cc3c(cc2O)OCO3)CC1	7.9	1.8	-0.1	1.3	0.1	-4.7	21.1	-9.4
COc1ccc(-c2cc(C(=O)OCC(=O)N(C)C3CCS(=O)(=O)C3)c3ccccc3n2)cc1OC (stereo not given)	7.7	9.2	0.6	-1.6	-0.2	-1.1	-3.8	-5.8
Cc1nc2sc(-c3ccccc3)cc2c(=O)[nH]1	7.6	0.5	/	2.3	/	4.2	11.3	-142.4
COc1ccc(NC(=O)N[C@H]2CC[C@H](CCNC(=O)c3cc(Cl)cc(Cl)c3)O[C@H]2CO)cc1	3.1	-1.7	0.2	-1.6	-0.4	3.3	10.2	-9.8
CC(=O)c1ccc(NC(=O)C(C)OC(=O)C(C)Oc2cccc(C)c2)cc1 (stereo not given)	/	-2.2	0.0	-2.3	/	/	/	-18.0
O=C(NC1CCCC1)N1CCCCN2[C@H](CO)[C@@H](c3ccc(-c4cccnc4)cc3)[C@@H]2C1	2.0	-0.1	0.0	0.4	-0.1	10.1	-3.4	-8.4
CCn1nc(C)c(CNCc2cn[nH]c2-c2cc3ccccc3o2)c1C	12.1	-1.4	0.5	3.4	1.6	0.4	12.9	-16.6
O=C(COC(=O)c1cccc(S(=O)(=O)N2CCCC2)c1)c1ccc(F)cc1	-2.8	9.9	0.1	1.2	0.0	7.0	-11.0	-47.7
